Compound activity as filed in PubChem BioAssay.
TDP1 cell noCPT: qHTS for Inhibitors of human tyrosyl-DNA phosphodiesterase 1 (TDP1): qHTS in cells in absence of CPT; DT40 Tdp1-/- hTDP1 cells, no CPT, ATP luminescence, 48 h; Potency, µM (doses to about 46.2 µM), without a hit: top-dose activity change, negative = growth inhibition, most hits filed as inhibitors; hit rate 15% among 420,000; further: nearly all actives have a fitted effect of over 55% in size
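Cells were dispensed at 400 per well, compounds added by pin tool, plates incubated ≥48 hr at 37 °C, then CellTiter-Glo added for 30 min at room temperature before luminescence reading. Line: DT40 Tdp1-/- complemented with hTDP1; camptothecin omitted.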
TDP1 block: TDP1 (human) enzyme inhibition | recombinant TDP1, AlphaScreen DNA substrate cleavage | Q9NUW8 | hit rate 0.28% among 350,000 | AID 485290 | Potency, µM (top dose mostly 130 µM), for inactives: at the top dose activity change, negative = inhibition, most hits filed as inhibitors; further: nearly all actives have a fitted effect of over 40% in size
Target sequence (Q9NUW8 whole entry, looked up): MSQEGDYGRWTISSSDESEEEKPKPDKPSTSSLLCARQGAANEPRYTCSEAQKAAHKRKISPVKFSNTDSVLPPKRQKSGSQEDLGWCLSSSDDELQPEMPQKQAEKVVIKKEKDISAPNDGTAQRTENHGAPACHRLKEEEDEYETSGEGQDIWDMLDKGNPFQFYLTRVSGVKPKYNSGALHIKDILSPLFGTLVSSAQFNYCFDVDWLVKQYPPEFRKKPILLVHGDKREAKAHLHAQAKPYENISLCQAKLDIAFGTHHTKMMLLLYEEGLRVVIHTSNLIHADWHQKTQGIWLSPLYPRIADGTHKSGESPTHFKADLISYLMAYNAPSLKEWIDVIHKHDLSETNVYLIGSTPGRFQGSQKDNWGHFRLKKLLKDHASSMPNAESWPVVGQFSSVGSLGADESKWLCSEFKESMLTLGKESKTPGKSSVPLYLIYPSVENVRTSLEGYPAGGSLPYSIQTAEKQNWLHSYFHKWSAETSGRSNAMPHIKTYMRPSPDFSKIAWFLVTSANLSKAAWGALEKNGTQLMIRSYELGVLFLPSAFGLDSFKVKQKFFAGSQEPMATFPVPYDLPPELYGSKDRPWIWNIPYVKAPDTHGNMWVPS
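Recombinant E. coli-expressed Tdp1 (1 nM) preincubated with compound 15 min at RT, then 5'-biotin/3'-phosphotyrosine-FITC DNA substrate (15 nM) added for 5 min. AlphaScreen beads (10 ug/ml) added, 10 min RT; tyrosine-FITC cleavage read as signal loss.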
N370S GC mod: N370S glucocerebrosidase modulation, Gaucher chaperone candidate. AID 2101. N370S GC spleen homogenate, 4MU-glucoside fluorescence. Potency, µM (titrated, usually from 59.4 µM), inactives show top-dose activity change, negative = inhibition, usual class: inhibitors. hit rate 0.092% among 330,000;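 further: 0% = full enzyme activity and -100% = no enzyme basal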
* marks the source's active call; other numbers are inactive results; ? = inconclusive; nt = not tested or not shown; [ ] = another dose, or the depositor's remark. The call rests on the fitted dose curve; in most records, active means well fitted curve in the direction sought with a large enough effect; inconclusive means small, poorly fitted or top-dose-only effect, or another doubt; inactive means no such curve, though single readings can be large; an effect the other way counts as inactive or inconclusive. Unless noted, on the % scale 0 is the no-effect control and ±100 the full control effect; potency means the concentration at half of the fitted maximal effect.

SMILES | TDP1 cell noCPT | TDP1 block | N370S GC mod
CC(OC(=O)COc1ccc(C#N)cc1)C(=O)Nc1ccc(Cl)cn1 (stereo not drawn) | -5% | -7% | -8%
O=C(COC(=O)c1n[nH]c(=O)c2ccccc12)c1ccc(Cl)cc1 | -19% | 5% | -11%
O=C1N(c2ccccc2C(F)(F)F)O[C@]1(c1ccccc1)C1CCCCC1 | -11% | -11% | nt
Cc1ccc(NC(=S)N(CCCN2CCC(C)CC2)Cc2ccco2)cc1C | ? | 3% | -9%
O=C(COC(=O)c1cn(-c2ccccc2)nc1-c1ccccc1)c1cccc([N+](=O)[O-])c1 | -10% | 10% | 2%
O=C(COC(=O)c1ccc2c(c1)OCO2)Nc1ccccc1 | -27% | 3% | 5%
CCN(CC(=O)Nc1c(F)cccc1F)C(=O)c1ccc(C(F)(F)F)cc1 | -1% | nt | -5%
C=CCn1c(C(C)NC(=O)CCC)nc2ccccc21 (stereo not drawn) | -17% | 5% | 14%
Cc1ccc(C(=O)c2cccc(N)c2)cc1C | -22% | -3% | -3%
O=C(Nc1ccc(C2=NCCN2)cc1)c1ccc(C(=O)Nc2ccc(C3=NCCN3)cc2)c([N+](=O)[O-])c1 | 6.5µM* | -4% | ?
Cc1cc(NC(=O)C(C)SCC(=O)N(C)Cc2c(F)cccc2Cl)no1 (stereo not drawn) | ? | 1% | nt
CCCn1c(SCC(=O)NC2CCCCC2)nnc1C1CC1 | 4% | 1% | -29%
Cc1ccc(-n2c3c(cc(C(=O)O)c2=O)C(=O)CC(C)(C)C3)cc1 | -2% | 5% | 8%
O=C(CNC(=S)NC(=O)c1cccc([N+](=O)[O-])c1)c1ccccc1 | -14% | 4% | 5%
Cc1cc(C)c2sc(N3CCN(C(=O)c4ccc(N(C)C)cc4)CC3)nc2c1 | 15µM* | 8% | nt
CC(C)(C)c1ccc(C(=O)N2CCC(C(=O)NCC3CCCO3)CC2)cc1 (stereo not drawn) | -15% | 4% | 4%
CCSc1nc(O)c(C2OC(=O)c3c2ccc(OC)c3OC)c(=O)n1-c1ccccc1 (stereo not drawn) | 11% | -2% | 3%
COc1cccc(Nc2ncc3nc(-c4cc(F)cc(F)c4)c(=O)n(CCC#N)c3n2)c1 | 16µM* | nt | -5%
O=C(COC(=O)c1cc([N+](=O)[O-])ccc1N1CCOCC1)NC1CCS(=O)(=O)C1 (stereo not drawn) | -1% | nt | -3%
O=C(O)C1(O)CC(O)C(O)C(O)C1 (stereo not drawn) | -4% | -4%[56.1 µM] | 7%
COc1ccco1 | nt | 6% | -2%
Oc1ccccc1C=NCc1ccccc1 | ? | -7% | nt
CC1(NC(=O)C2CCN(C(=O)Nc3ccccc3)CC2)CCS(=O)(=O)C1 (stereo not drawn) | -8% | 2% | -1%
CCOCCCNC(=O)c1cc(Sc2nnc(C)s2)nc2ccccc12 | -17% | nt | -11%
N#Cc1c(-c2ccccc2)nc(SCC(=O)Nc2ccc(OC(F)(F)Cl)cc2)[nH]c1=O | -11% | nt | ?
COc1ccccc1-n1c(SCC(=O)Nc2ccccc2C)nc(O)cc1=O | 9% | -7% | -8%
CCOc1ccc(S(=O)(=O)N2CCN(C(=O)c3cc([N+](=O)[O-])ccc3N3CCOCC3)CC2)cc1 | -2% | 6% | nt
CC(C)(C)OC(=O)C[C@H]1C/C=C\C[C@H](CC(=O)N[C@H](CO)Cc2ccccc2)C(=O)N[C@H](C(C)(C)C)COC1=O | ? | 3% | nt
COc1cccc(-n2nc(C(=O)N3CCN(Cc4ccccc4)CC3)c3ccccc3c2=O)c1 | ? | 5% | -18%
CS(=O)(=O)c1ccc(CNC(=O)[C@]2(C(F)(F)F)C[C@H](CCc3ccccc3)CCCO2)cc1 | ? | 11% | -5%
COc1ccc(N2CCN(C(=O)NCc3cccc(OC)c3)CC2)cc1 | -20% | -5% | 1%
Cc1ccc2nc(N3CCN(C(=O)c4ccco4)CC3)c3nncn3c2c1 | 16µM* | 4% | -8%
COc1ccc(N2CCN(c3oc(Cc4cccc5ccccc45)nc3C#N)CC2)cc1 | 6.5µM* | 12% | 8%
Cc1ccc(N(CC(=O)N2CCN(Cc3ccccc3)CC2)S(C)(=O)=O)cc1C | 4% | 4% | 0%
CCOc1ccc(Nc2nc(Cc3nnc(SCC(=O)O)o3)cs2)cc1 | 9% | -7% | -11%
Cc1cc(C)nc(Sc2ccc([N+](=O)[O-])cc2[N+](=O)[O-])n1 | 1µM* | 3% | 16%

3 successive entries out of the list so far, for reference:
SMILES | TDP1 cell noCPT | TDP1 block | N370S GC mod
N#Cc1c(-c2ccccc2)nc(SCC(=O)Nc2ccc(OC(F)(F)Cl)cc2)[nH]c1=O | -11% | nt | ?
COc1ccccc1-n1c(SCC(=O)Nc2ccccc2C)nc(O)cc1=O | 9% | -7% | -8%
CCOc1ccc(S(=O)(=O)N2CCN(C(=O)c3cc([N+](=O)[O-])ccc3N3CCOCC3)CC2)cc1 | -2% | 6% | nt

Next entries
SMILES | TDP1 cell noCPT | TDP1 block | N370S GC mod
COc1ccc(Cc2nnc(SCC(=O)Nc3ccc(C)cc3C)[nH]c2=O)cc1 | ? | 2%[0.505 µM] | -6%
CC1CCN(CC(O)COc2ccc(C(=O)c3ccccc3)cc2)CC1 (stereo not drawn) | ? | nt | -23%
NC(=O)C1CCN(c2oc(-c3cccs3)nc2S(=O)(=O)c2ccc(Cl)cc2)CC1 | 0% | 5% | nt
COc1ccc(C2C(=O)N(C3CCCCC3)CC(=O)N2CCc2ccc(C)cc2)cc1OC (stereo not drawn) | ? | 3% | nt
CC1(C)CC(=O)C(N=Nc2ccc(S(=O)(=O)N3CCOCC3)cc2)=C(O)C1 | -19% | nt | 11%
O=C1c2ccccc2C(=O)N1Cc1nc2ccccc2o1 | -2% | 1% | 3%
CCn1c2ccccc2c2cc(NC(=O)c3cccc(OC)c3OC)ccc21 | 4.1µM* | 2% | 3%
C[C@]12C[C@H](O)CC(CO)(CO)C1[C@H](O)C[C@@]13CC4[C@@H](CC12)[C@@]4(C)C3 (stereo partly drawn) | -9%[9.04 µM] | -1% | -12%
CS(=O)(=O)c1ccc2nc(N)sc2c1 | -1% | 0% | 4%
Cc1ccc(N2CCN(S(=O)(=O)c3ccc4c(c3)NC(=O)C(C)C(=O)N4)CC2C)cc1 (stereo not drawn) | ? | nt | -18%
COc1cccc(NC(=O)Cc2ccc(C)cc2)c1 | -2% | 4% | 7%
CC1=C(C#N)C(/C=N/OCc2ccc(F)cc2Cl)CC(=O)N1 (stereo not drawn) | ? | 3% | 0%
COCn1ccnc1C(O)(c1ccc(OC)cc1)c1ccc(OC)cc1 | 3% | 3% | -4%
CC1(C)Cc2nc3nc(SCC(=O)Nc4ccccc4)nc(N)c3cc2CO1 | -30% | -3% | 14%
O=[N+]([O-])c1cccnc1SCc1ccccc1 | 7% | nt | -2%
COc1ccc(N2CCN(C(=S)Nc3cccc(C)c3C)CC2)cc1 | -13% | 0% | -9%
Cc1ccc(NC(=S)N(Cc2cccs2)Cc2cc3cc(C)cc(C)c3[nH]c2=O)cc1 | ? | 0% | -5%
CC(C)C[C@H](NC(=O)C1CCN(S(=O)(=O)c2ccccc2)CC1)C(=O)NCc1ccccn1 | 13% | 2% | 0%
COC(=O)[C@H]1C[C@H]1[C@@H](NC(=O)c1cccnc1)c1ccccc1 | -11% | 6% | -1%
COc1ccc(-c2cc(C(=O)NC(C)C)no2)cc1 | 7% | 1% | -3%
COC(=O)C(NC(=O)c1ccccc1)=C1C=C(C)OC(C)=C1 | 5% | 5% | nt
COc1ccc(Cl)cc1NC(=O)COc1cccc2c(=O)n(C)ccc12 | ? | -8% | nt
O=C(c1ccc(=O)[nH]n1)N1CCN(S(=O)(=O)c2cccc(F)c2)CC1 | -20% | 0% | -3%
NCC[C@H](O)C(=O)N[C@H]1C[C@@H](N)[C@@H](O[C@H]2O[C@@H](CN)[C@@H](O)[C@@H](O)[C@@H]2O)[C@@H](O)[C@@H]1O[C@H]1O[C@@H](CO)[C@@H](O)[C@@H](N)[C@@H]1O | nt | 5%[21 µM] | 0%[21.6 µM]
c1cnc2c(OCc3cn4cccnc4n3)cccc2c1 | 29µM* | -3% | -29%
COc1ccc(/C=N/NC(=O)c2ccc(COCC(F)(F)C(F)F)cc2)cc1 | -2% | 3% | -6%
O=C(c1ccco1)N(CCCN1CCOCC1)c1nc(-c2ccc(F)cc2)cs1 | 16µM* | 10% | -2%
CCc1ccccc1NC(=O)Nc1cccn(Cc2ccc(F)cc2)c1=O | ? | 3% | -3%
CC(C)CN1CCN(Cc2cccc3ncccc23)CC1CCO (stereo not drawn) | -29% | 0% | -20%
Cc1cc(NN)nc(NS(=O)(=O)c2ccccc2)n1 | -6% | 0% | 27%
CC(=O)c1ccc(NC(=O)c2nc(-c3ccccc3)n(-c3ccc(C)cc3)n2)cc1 | 18µM* | 9% | nt
CCOc1cc(CNCCc2c[nH]c3ccccc23)cc(Cl)c1OCC(N)=O | ? | 8% | -22%
CCOC(=O)c1cc(C#N)c(NCc2ccccc2)nc1C | -10% | 1% | 2%
Fc1ccc(NC(=S)NNc2ncc(C(F)(F)F)cc2Cl)c(F)c1 | 13µM* | 5% | -31%
COc1ccccc1-n1cnc(N)c1C(=O)c1ccccc1 | 8.2µM* | 0% | 13%
CCOc1ccc(OCc2ccc(C(=O)Nc3cccnc3)cc2)cc1 | ? | -1% | nt

One compound at a time (already shown).
`Fc1ccc(NC(=S)NNc2ncc(C(F)(F)F)cc2Cl)c(F)c1` is listed as TDP1 cell noCPT = 13µM*; TDP1 block = 5%; N370S GC mod = -31%
`COc1ccccc1-n1cnc(N)c1C(=O)c1ccccc1` is listed as TDP1 cell noCPT = 8.2µM*; TDP1 block = 0%; N370S GC mod = 13%
`O=C(c1ccco1)N(CCCN1CCOCC1)c1nc(-c2ccc(F)cc2)cs1` is listed as TDP1 cell noCPT = 16µM*; TDP1 block = 10%; N370S GC mod = -2%

Structural class, the entries above with a thiophene ring, fused or not.
SMILES | TDP1 cell noCPT | TDP1 block | N370S GC mod
NC(=O)C1CCN(c2oc(-c3cccs3)nc2S(=O)(=O)c2ccc(Cl)cc2)CC1 | 0% | 5% | nt
Cc1ccc(NC(=S)N(Cc2cccs2)Cc2cc3cc(C)cc(C)c3[nH]c2=O)cc1 | ? | 0% | -5%

More entries:
SMILES | TDP1 cell noCPT | TDP1 block | N370S GC mod
O=C(CCCCCn1c(=S)[nH]c2ccccc2c1=O)N1CCOCC1 | 1% | -4% | 9%
COc1cccc(CNC(=O)CCCNC(=O)c2ccc(Cl)cc2)c1 | -1% | -17% | -3%
COc1ccc(CCNC(=O)CCC(=O)n2ncc3cc(C)ccc32)cc1OC | -18% | nt | -8%
CCOc1cc(N2CCOCC2)c(OCC)cc1NC(=O)C(C)(C)C | ? | 0% | -2%
COc1ccc2cc3cc(C(=O)NCCCN4CCOCC4)oc3nc2c1 | ? | 1% | ?
C[C@H](Cc1ccccc1)Nc1ncnc2c1ncn2[C@@H]1O[C@H](CO)[C@H](O)[C@H]1O | nt | -2%[56.1 µM] | 1%
O=C(O)CSc1cc(C(=O)c2cc(F)ccc2O)cn2c(=O)c3c(-c4ccccc4)csc3nc12 | ? | 6% | -6%
Cc1ccc(/C=C2/Sc3ccccc3N(CC(=O)NCC3CCCO3)C2=O)cc1 (stereo not drawn) | ? | 1% | 5%

These rows are one share of the data; rates above refer to the full screens.
